aSyn UTR inh – MLPCN primary screen, SNCA 5' untranslated region; actives 0.82% (n = 300,000); inhibition, % (tested at 7.5 µM); alpha-synuclein 5'UTR reporter, inhibitor activity; in the data active means inhibition above about 60%; inconclusive means no clear call, values can overlap the other calls;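 further: H4 neuroglioblastoma cells stably carrying SNCA 5'UTR luciferase fusion; 0% = DMSO wells and 100% = positive control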
IEC-6 tox – counter-screen for KLF5 inhibitors: cytotoxicity in IEC-6 cells | IEC-6 cytotoxicity, luminescence viability | inhibition, % at 5 µM | actives 0.78% (n = 290,000); in the data active means inhibition above about 22%;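 further: 0% = plate median of test compound wells and 100% = cytotoxic reference compound wells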
HSP90 inh – inhibitors of HSP90 luciferase refolding in rabbit reticulocyte lysate; luciferase refolding luminescence, 3 h; inhibition, % at 5.6 µM; actives 0.91% (n = 290,000); AID 1789;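 active means inhibition above the screen-wide mean plus 3 SD, computed separately per campaign, cut at about 16% in these data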;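 further: 0% = DMSO wells and 100% = 60 µM geldanamycin wells; inhibitors lower the luminescence because luciferase stays unfolded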
HSF-1 act – increases HSF-1 driven luciferase reporter signal; NIH3T3-HGL HSF-1 luciferase reporter, MG132, 8 h; 100% = twice DMSO control signal; activation, % at 9 µM; actives 1.7% (n = 300,000); AID 504408;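 active means mean replicate activation of at least 50% with a set share of replicates each reaching 50%; inconclusive means only one of those two conditions met; inactive means mean below 50% and too few replicates reaching it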;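 further: 0% = median of the neutral control wells and 100% = twice that signal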
KLF5 inh – suppresses KLF5 promoter-driven expression; DLD-1 KLF5 promoter-luciferase reporter, luminescence; inhibition, % at 5 µM; actives 0.23% (n = 290,000); AID 1700;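 active means inhibition above a per-plate limit of that plate's mean compound inhibition plus 3 SD, cut at about 60% in these data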;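 further: 0% = DMSO wells and 100% = LY294002 at 200 µM; higher means less KLF5 promoter-driven luciferase light; inactives centre near -14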
AI-2 QS modul – modulators of Vibrio harveyi AI-2 quorum sensing system; Vibrio harveyi JMH597 AI-2 luminescence/OD600 ratio, 9 h; hits give low values; strain lacks LuxN and CqsS sensors; 0 = neutral-control median; AID 2094; activity change, % at 7.5 µM; actives 0.4% (n = 300,000); in the data active means activity change below about -75%, passing the limit was not always enough; inconclusive means no clear call, values can overlap the other calls;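 further: luminescence divided by OD600 gain over 9 h not by final OD600 alone; inactives centre near 13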
HDAC3 inhib – human HDAC3 inhibition. recombinant HDAC3, fluorogenic peptide/trypsin coupled, fluorescence. inhibition, % at 8.3 µM. actives 0.15% (n = 320,000). AID 2718; in the data active means inhibition above about 26%, passing the limit was not always enough; inconclusive means no clear call, values can overlap the other calls
Target sequence (O15379 whole entry, looked up): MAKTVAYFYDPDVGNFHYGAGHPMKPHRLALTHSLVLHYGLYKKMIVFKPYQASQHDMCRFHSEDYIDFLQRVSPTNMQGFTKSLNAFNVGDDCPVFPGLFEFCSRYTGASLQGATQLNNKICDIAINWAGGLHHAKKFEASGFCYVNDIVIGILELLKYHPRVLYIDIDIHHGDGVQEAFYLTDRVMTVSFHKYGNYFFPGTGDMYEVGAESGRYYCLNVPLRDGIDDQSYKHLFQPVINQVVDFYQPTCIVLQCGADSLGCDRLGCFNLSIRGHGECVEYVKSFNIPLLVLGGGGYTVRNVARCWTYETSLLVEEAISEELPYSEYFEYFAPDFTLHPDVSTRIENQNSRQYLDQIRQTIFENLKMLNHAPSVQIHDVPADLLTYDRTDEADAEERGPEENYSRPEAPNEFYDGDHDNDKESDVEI
Platelet DG rel – platelet dense granule release activity; human platelet-rich plasma, SFLLRN dense granule ATP release, luminescence; inhibition, %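 (compounds screened at 7.5 µM in platelet-rich plasma)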; actives 0.22% (n = 300,000); AID 1663;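 active means mean replicate score, as percent of positive control, at or above 50; inconclusive means mean below 50 but at least one replicate at or above 50; inactive means mean and every replicate below 50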
HSF1 inhib – HSF1 inhibition. actives 0.77% (n = 300,000). NIH3T3-HGL HSE-luciferase, MG132-induced, luminescence 8 h; hits give low values. AID 2098. activity change, negative = inhibition, % at 7.5 µM (by protocol);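 active means more than half of replicate wells show activity change below -50%, luminescence cut by over half; inconclusive means some wells, but at most half, below -50%; inactive means no replicate well below -50%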;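 further: luciferase reports HSF-1 transcriptional activity via heat shock element; 0% = median of DMSO wells and -100% = zero luminescence signal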
HIF activator – HIF pathway transcriptional activation; U2OS HRE-luciferase reporter, luminescence; normalized: DMSO 0%, desferrioxamine 100%; activation, % at 7.5 µM (by protocol); actives 0.32% (n = 300,000);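 active means mean activation of at least 10% of the iron chelator positive control signal, with at least half of replicates also reaching 10%; inconclusive means mean and replicate majority disagree about reaching 10%; inactive means mean and most replicates under 10%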
* marks the source's active call; other numbers are inactive results; u = inconclusive; x = no result given.

SMILES	aSyn UTR inh	IEC-6 tox	HSP90 inh	HSF-1 act	KLF5 inh	AI-2 QS modul	HDAC3 inhib	Platelet DG rel	HSF1 inhib	HIF activator
COc1cc(C(=O)NNC(=O)Cc2ccc(S(=O)(=O)N3CCOCC3)s2)cc(OC)c1OC	4.7	5.5	0.2	-13.3	13.2	6.5	0.6	24.5	-9.3	0.2
O=c1[nH]c(-c2ccccc2)nnc1-c1ccccc1	-58.0	-2.0	-0.6	12.5	-41.4	14.9	-0.2	0.9	-0.5	1.5
COc1cccc(CC2(CO)CCCN(C(=O)c3cc[n+]([O-])cc3)C2)c1 (centres undefined)	-13.3	-8.0	-3.0	-9.4	-35.5	20.4	1.9	-7.2	-7.6	-0.3
COc1ccc(Br)cc1CN(C)C(=O)c1cnc(C)cn1	0.0	-4.9	-0.8	10.9	-25.2	15.8	5.9	-0.4	-5.0	-0.5
O=C(CN1C(=O)NC2(CCCC2)C1=O)Nc1cc(C(F)(F)F)ccc1N1CCCCC1	4.4	x	x	-2.7	x	x	13.2	-11.0	-2.8	0.3
COc1ccccc1N1CCN(C(=O)c2ccc3c(=O)n(Cc4ccco4)c(=S)[nH]c3c2)CC1	12.0	2.9	4.3	88.3*	-17.3	18.1	-4.3	5.0	49.0	-0.1
CCOC(=O)C1=C(C)N=c2s/c(=C/c3cccc([N+](=O)[O-])c3O)c(=O)n2C1c1ccc(OC)cc1OC (centres undefined)	35.0	-4.7	-5.5	12.3	-5.4	16.0	6.3	11.6	-3.2	-1.5
Oc1c(/C=N/c2ncn[nH]2)ccc2ccccc12	-23.9	-2.2	6.6	16.3	-4.0	20.1	-1.2	6.2	11.5	-0.2
Brc1ccc(/C=N/Nc2nncc(-c3ccccc3)n2)o1	-56.8	2.4	-3.4	31.7	-16.4	13.6	-5.3	19.9	7.6	0.4
COc1ccccc1Cn1c(=S)[nH]c2cc(C(=O)N3CCN(C)CC3)ccc2c1=O	30.1	-5.2	2.2	10.5	-18.8	7.0	2.4	-0.7	-0.9	0.0
O=C(O)c1ccc(NS(=O)(=O)c2ccc(Cl)c(C(=O)Nc3ccccc3)c2)cc1	4.7	-6.0	-0.8	-3.2	-26.2	3.5	-13.3	-9.3	-15.7	-10.8
CC(C)c1ccccc1NC1=CC(=O)CC(C)(C)C1	-2.2	-3.9	0.0	-1.7	-51.3	9.4	0.8	0.8	1.0	-0.2
Cc1cc(C)n2nc(C(=O)N/N=C/c3ccc(Cl)cc3)nc2n1	7.5	1.2	-3.9	-11.8	-36.7	10.4	1.1	-3.6	-9.5	-0.7
CC(C)(C)c1ccc(-n2ncc3c2CCCC3NC(=O)c2ccncc2)cc1 (centres undefined)	4.2	-6.9	-2.8	-10.5	-40.6	21.2	2.7	-6.6	-8.1	-0.5
CCn1cc(C(=O)N2CCc3ccccc32)c(=O)c2cc(S(=O)(=O)N3CCCCCC3)ccc21	-6.4	2.0	2.7	7.0	-26.1	22.8	-0.6	-4.2	-3.9	x
COc1cc(CN2CCN(Cc3ccc(C(F)(F)F)cc3)CC2)cc(OC)c1OC	-6.7	2.2	4.8	4.7	-4.6	1.7	0.7	-2.7	-1.8	-0.7
O=C(CCC1CCN(Cc2ccc(Cl)cc2)CC1)NC1CC1	2.6	-3.2	1.5	8.0	-10.2	-12.7	-1.7	-21.6	-6.0	1.7
Cc1nc(-c2cc(C#N)c(Sc3cccc(C(F)(F)F)c3)nc2C)cs1	-17.1	-0.5	3.0	12.1	9.6	19.5	2.0	2.8	-0.6	1.0
O=C(Nc1c(F)cc(F)cc1Br)c1cc(-c2ccco2)on1	-21.4	-5.6	-1.9	7.4	-32.6	8.4	-9.3	-1.7	0.4	0.6
CN(Cc1ccccc1)C(=O)CSc1nc2ccccc2c(=O)n1Cc1ccco1	25.2	-8.7	0.3	26.6	1.9	29.9	-2.8	-4.5	10.3	0.1
O=c1c2nnn(Cc3ccccc3)c2ncn1-c1ccccc1	-10.7	-4.8	0.0	1.7	-33.2	29.7	1.4	1.5	2.6	-0.2
CCOC(=O)C1=C(C)N(c2ccc(C)cc2)C(=O)/C1=C\c1cccs1	20.4	-11.0	-2.8	22.8	-32.1	-4.7	6.6	2.8	2.6	0.2
O=C(NNC(=O)c1ccc(NC(=O)C2CC2)cc1)c1ccc(F)cc1	x	4.2	0.4	x	-4.0	34.9	2.4	x	x	x
COc1cc(-c2nc3ccccn3c2/N=C/c2cc(OC)c(O)cc2Cl)ccc1O	-17.5	-6.3	3.9	-10.0	-25.4	26.2	-4.3	11.6	-5.6	0.3
O=C(O)c1ccc(-c2noc(-c3ccccc3Cl)n2)cc1	-97.4	x	x	33.2	x	27.1	-8.6	27.9	17.7	4.2
(listing goes on)
SMILES	aSyn UTR inh	IEC-6 tox	HSP90 inh	HSF-1 act	KLF5 inh	AI-2 QS modul	HDAC3 inhib	Platelet DG rel	HSF1 inhib	HIF activator
c1ccc(Nc2nc(NCCN3CCOCC3)nc(Nc3ccccc3)n2)cc1	-16.5	1.0	0.8	0.6	-68.2	3.2	9.8	-3.1	-0.6	-0.5
Cc1cccc(Nc2nnc(SCC(=O)Nc3cccnc3Cl)s2)c1	-21.9	6.3	-4.6	0.9	-41.0	23.4	x	0.9	-7.3	0.4
COc1ccc(N2CCN(C(=O)CCNS(=O)(=O)c3cc(Br)cnc3N)CC2)cc1	10.3	3.5	4.0	30.0	-8.4	12.2	-3.0	2.6	5.8	0.6
CCN(CC)c1ccc(/C=c2\sc3nnc(-c4ccccc4Cl)n3c2=O)cc1	7.4	-1.2	0.7	-15.2	-25.3	6.3	u	8.6	-8.0	-0.3
O=C(c1cc(-c2ccc(Cl)c(Cl)c2)on1)N1CCCCCC1	-197.9	0.9	-1.5	46.4	-92.7	-8.9	-1.9	-13.7	24.8	3.0
O=S(=O)(/N=C(/Nc1ccccn1)c1ccccc1)c1ccc(Cl)cc1	-24.0	3.5	-0.7	18.6	-56.2	23.4	10.9	-4.3	-1.4	0.6
CC(=Nc1ccc(C)c(C)c1)C1=C(O)CSC1=O	-121.9	1.1	3.1	-16.0	-24.8	11.8	2.7	1.0	-0.9	2.2
CC(=O)Nc1cccc(C(=O)/C=C/c2ccc(/C=C/C(=O)c3cccc(NC(C)=O)c3)cc2)c1	-128.9	-0.7	1.9	27.6	5.3	22.1	-3.3	-5.1	15.5	3.3
COc1ccc(NS(=O)(=O)c2cccs2)cn1	-6.4	2.1	-2.8	-2.2	-4.2	18.3	-1.3	-1.5	-4.0	-0.9
CCOCCCNC(=O)C(NC(=O)CNC(=O)c1ccccc1)c1ccccc1 (centres undefined)	19.6	0.6	5.3	1.5	-21.9	-5.0	-2.6	-1.5	0.4	-0.5
COc1ccccc1-n1c(C)nnc1SCC(N)=O	5.9	-1.3	0.1	4.5	-16.0	16.7	-3.1	-0.7	-4.8	-0.2
O=[N+]([O-])c1cc(C(F)(F)F)ccc1N1CCCC(O)C1 (centres undefined)	0.5	-15.3	-2.3	-12.0	-24.2	4.6	1.7	-0.5	-11.6	0.2
Cc1cc(-c2nn(-c3ccccc3)cc2/C=C2\SC(N)=NC2=O)ccc1OC(C)C	-22.2	-4.8	-0.4	-13.5	-23.0	8.4	2.1	10.9	-14.2	x
O=C(CCc1nc2ccccc2c(=O)[nH]1)NNC(=O)COc1ccc(Br)cc1	-2.4	x	x	-4.5	x	27.1	-3.0	7.9	5.7	-0.5
CC(=O)Nc1c(O)nc(SCC(=O)Nc2ccc(C(C)=O)cc2)[nH]c1=O	-156.6	5.1	1.1	15.2	-38.1	25.6	1.1	-3.2	1.1	x
Cn1ccnc1SCC(=O)c1cc2ccccc2o1	-47.5	4.8	-4.0	7.1	5.2	19.0	9.1	20.3	16.4	0.2
O=C(Nc1ccccc1)c1ccc(-c2ccc(F)cc2)s1	-205.9	-1.2	-0.6	14.8	-26.6	20.0	-8.8	8.6	2.3	1.2
COc1ccc(N(CC(=O)N2CCOCC2)S(C)(=O)=O)cc1Cl	-10.6	1.9	2.5	3.1	-19.0	-4.8	-2.2	8.7	0.9	2.2
COc1ccccc1C(=O)Nc1ccc2c(c1)CN(Cc1cnc(C)s1)CC2	-22.0	2.8	3.4	-31.6	-8.4	21.9	3.3	-7.9	-12.1	1.0
COC(=O)c1ccc(S(=O)(=O)N2CCC(C(N)=O)CC2)n1C	4.6	0.2	1.2	11.1	-22.2	17.7	-7.9	-4.1	-2.0	-0.3
COc1ccc(Cl)cc1NS(=O)(=O)c1ccc(OC)c(OC)c1	3.5	-5.4	2.1	6.2	-41.6	-0.9	-14.7	-4.5	5.8	-0.5
O=C(Nc1ccc2c(c1)OCO2)N1CCN(c2ncc(C(F)(F)F)cc2Cl)CC1	-104.2	-6.9	-4.5	-12.2	-41.0	29.2	-0.8	-3.4	9.3	2.6
COc1ccc(NC(=O)NNC(=O)COc2ccc([N+](=O)[O-])c(C)c2)cc1OC	-4.1	0.9	1.9	10.5	-18.7	19.6	x	-7.3	1.2	-0.3
COc1cc(-c2csc(N3CCOCC3)n2)cc(OC)c1OC	8.0	-0.1	-3.1	-12.4	-16.4	6.5	2.6	-0.5	-2.8	-0.4
CC(OC(=O)CCCN=C1NS(=O)(=O)c2ccccc21)C(=O)Nc1ccccc1F (centres undefined)	-2.1	x	x	-6.1	x	1.4	-13.2	-12.5	-5.6	0.1
Going on with the list.
SMILES	aSyn UTR inh	IEC-6 tox	HSP90 inh	HSF-1 act	KLF5 inh	AI-2 QS modul	HDAC3 inhib	Platelet DG rel	HSF1 inhib	HIF activator
Cc1cccc(NC(=O)C2CCCN(S(=O)(=O)c3ccc4[nH]c(=O)ccc4c3)C2)n1 (centres undefined)	-18.1	-4.4	-5.8	3.0	-28.6	21.4	-1.7	3.2	0.2	-0.4
Nc1ncn(C(=O)c2ccco2)n1	2.6	-4.9	0.1	-5.6	-17.4	9.7	6.1	-4.1	-2.1	1.7
Cc1ccc(C(C(=O)NC2CCCCC2)N(Cc2cccnc2)C(=O)C2COc3ccccc3O2)o1 (centres undefined)	-10.0	0.6	1.2	47.7	-18.3	24.9	6.5	-11.9	21.2	-0.3
O=C(N/N=C/c1cccnc1)c1cc(-c2ccc(Cl)cc2)nc2ccccc12	-30.2	x	x	7.6	x	22.2	-1.6	3.9	1.8	3.0
CCOc1ccccc1C(=O)NC1CCN(Cc2ccccc2)CC1	-11.5	-1.6	1.8	12.3	-10.2	10.6	3.6	-0.6	0.9	-26.7
COCCNC(=O)CN(C(=O)CCC(=O)Nc1nccs1)c1ccccc1OC	-2.1	1.2	-0.8	3.3	-9.7	19.2	-9.2	-9.8	-0.7	-0.1
C/C(CC(=O)Nc1cccc(C(F)(F)F)c1)=N\NC(=O)C1CCCCC1	-4.9	-3.5	-5.2	20.4	-19.8	23.4	2.7	-0.9	4.2	-0.4
COc1ccccc1-c1nc(SCC(=O)Nc2cc(C)on2)c2c(=O)n(C)c(=O)n(C)c2n1	4.9	2.8	-1.7	-4.7	12.6	1.8	-5.3	16.3	-9.8	1.4
COc1cccc(-c2cc(C(=O)Nc3ccc(OC)c(OC)c3)no2)c1	-26.4	3.6	4.6	9.9	-1.7	37.9	2.6	-5.4	-5.4	-0.4
